Source: PubChem BioAssay (Johns Hopkins Ion Channel Center)
TMEM16A act: mouse TMEM16A channel activation, primary screen. HEK293 TMEM16A/YFP-H148Q/I152L, iodide quench fluorescence; hits give low values. 0.3% of 340,000 active. B-score at 10 µM. Q8BHY3. AID 623877;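 active = fluorescence-ratio B-score plate-corrected deviation score at least 3 library SD below zero, with starting fluorescence score within 5 deviations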;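 note: channel opened by trigger with iodide after compound preincubation; score built on the fluorescence ratio of max minus min over baseline; more negative score means more quench and so TMEM16A activation or potentiation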
KCNK9 block: human KCNK9 channel inhibition | Q9NPC2 | 1.2% of 310,000 active | B-score at 10 µM | HEK293 KCNK9, FluxOR thallium flux fluorescence; hits give low values;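 active = ratio B-score over 3 SD below the library mean, with starting fluorescence within 5 SD of its mean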;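 note: negative B-score means less thallium flux so channel inhibition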
ANO1 block: mouse TMEM16A channel inhibition, primary screen | normalized B-score (activity score, 25-100; higher = stronger inhibition) at 10 µM | 1.2% of 310,000 active | Q8BHY3 | HEK293 TMEM16A/YFP iodide influx fluorescence, ionomycin;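 active = ratio plate-corrected score three or more library SD toward inhibition, starting fluorescence score within five deviations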;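 note: score derived from kinetic fluorescence span divided by baseline fluorescence per well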
MrgX1 ag: agonists of human MrgX1 receptor. Q96LB2. MrgX1-HEK293 cells, Fluo-4 calcium fluorescence, agonist mode; hits give high values. B-score at 10 µM. 0.44% of 310,000 active. AID 588627;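 active = calcium response B-score plate-corrected fluorescence ratio at least 3 library SD, with starting fluorescence B-score inside 5 SD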
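System – MrgX1-expressing HEK293 cells · Incubation – cells plated overnight, dye loaded 0.5 h 37 °C, 0.5 h room temperature · Technique – kinetic Fluo-4 NW fluorescence of intracellular calcium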
MrgX1 allo act: allosterically activates human MrgX1 receptor signaling; MrgX1-HEK293, Fluo-4 calcium flux, FDSS; hits give high values; B-score at 10 µM; 0.63% of 310,000 active;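 active = plate-corrected calcium response at least 3 library SD above typical, normal starting fluorescence, not activating the receptor alone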;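 note: compound read alongside a low EC10 to EC30 dose of BAM8-22 agonist; peak minus trough fluorescence over baseline measured at the second addition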
KCNQ1 block: human KCNQ1 channel inhibition; 1.3% of 310,000 active; B-score at 10 µM; P51787; CHO-K1 KCNQ1, FluxOR thallium flux fluorescence; hits give high values;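 active = compounds whose thallium flux B-score, printed positive for inhibition, exceeds three library SD while starting fluorescence stays within three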;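 note: channel opened by potassium depolarization with thallium stimulus after 20 min compound exposure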
KCNK3 block: human KCNK3 channel inhibition, primary screen; O14649; CHO-KCNK3 thallium flux, FluxOR fluorescence; hits give low values; B-score at 10 µM; 0.84% of 340,000 active;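 active = B-score under library mean minus 4 SD, starting fluorescence ratio at most library mean plus 5 SD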;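 note: more negative B-score means stronger inhibition of thallium flux through KCNK3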
RGS4 inh: inhibitors of human RGS4; HEK293 M3R/RGS4 inducible, Fluo-4 calcium flux; hits give high values; triggered by carbachol at its EC20; B-score at 10 µM; 0.45% of 310,000 active; P49798;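 active = B-score, a plate-corrected calcium signal, over three deviations above library mean, with baseline fluorescence within five deviations of library mean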;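 note: RGS4 expression induced by doxycycline in cells with stable M3 receptor; B-score is computed from the integrated fluorescence ratio over baseline after carbachol; higher B-score means a larger calcium signal and so more RGS4 inhibition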
KCNQ1 act: potentiators or activators of human KCNQ1 potassium channel | P51787 | CHO-K1 KCNQ1, thallium flux FluxOR fluorescence; hits give high values | B-score at 10 µM | 0.35% of 310,000 active | AID 2648;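 active = fluorescence ratio B-score, a plate-corrected score, at least three library SD, with initial intensity B-score within 5 SD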
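Test system: CHO-K1 cells stably expressing KCNQ1 / Medium: assay buffer / Also added: depolarizing K+/Tl+ stimulus, K2SO4 and Tl2SO4 each 12.5 mM in 5x stock / Incubation: 90 min dye loading and 20 min compound exposure, both at room temperature / Signal: thallium influx via FluxOR fluorescence, kinetic imaging / Evaluation: B score of baseline-normalized fluorescence ratio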
RGS4 pot: RGS4 potentiation or activation | HEK293 M3R/inducible RGS4, carbachol calcium flux Fluo4; hits give low values | B-score at 10 µM | 0.92% of 310,000 active;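 active = B-score of the integrated calcium signal more than 4 SD below the library mean, with starting fluorescence not abnormally high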;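 note: negative B-score means reduced calcium response which marks RGS4 activation or potentiation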
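Material: M3R-expressing HEK293 line, RGS4 induced by doxycycline | Schedule: Overnight RGS4 induction, 30 min dye load 37 °C, 20 min compound RT | Measured by: Fluo4 fluorescence kinetic imaging of calcium | Read-out: Integrated calcium ratio converted to B score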
hERG protect: shields human hERG channel from block by proarrhythmic agents; activation (rescue from dofetilide block), less the hit threshold, % at 10 µM; Q12809; CHO-hERG, FluxOR thallium flux, dofetilide IC70 present; 0.51% of 310,000 active;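 active = activation above the mean of controls blocked by dofetilide plus 5 SD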;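 note: thallium influx through hERG after potassium depolarization seen as dye fluorescence rise; in these data hits start at about 4.7%; inactives centre near -7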
Target sequence (Q12809 whole entry, looked up): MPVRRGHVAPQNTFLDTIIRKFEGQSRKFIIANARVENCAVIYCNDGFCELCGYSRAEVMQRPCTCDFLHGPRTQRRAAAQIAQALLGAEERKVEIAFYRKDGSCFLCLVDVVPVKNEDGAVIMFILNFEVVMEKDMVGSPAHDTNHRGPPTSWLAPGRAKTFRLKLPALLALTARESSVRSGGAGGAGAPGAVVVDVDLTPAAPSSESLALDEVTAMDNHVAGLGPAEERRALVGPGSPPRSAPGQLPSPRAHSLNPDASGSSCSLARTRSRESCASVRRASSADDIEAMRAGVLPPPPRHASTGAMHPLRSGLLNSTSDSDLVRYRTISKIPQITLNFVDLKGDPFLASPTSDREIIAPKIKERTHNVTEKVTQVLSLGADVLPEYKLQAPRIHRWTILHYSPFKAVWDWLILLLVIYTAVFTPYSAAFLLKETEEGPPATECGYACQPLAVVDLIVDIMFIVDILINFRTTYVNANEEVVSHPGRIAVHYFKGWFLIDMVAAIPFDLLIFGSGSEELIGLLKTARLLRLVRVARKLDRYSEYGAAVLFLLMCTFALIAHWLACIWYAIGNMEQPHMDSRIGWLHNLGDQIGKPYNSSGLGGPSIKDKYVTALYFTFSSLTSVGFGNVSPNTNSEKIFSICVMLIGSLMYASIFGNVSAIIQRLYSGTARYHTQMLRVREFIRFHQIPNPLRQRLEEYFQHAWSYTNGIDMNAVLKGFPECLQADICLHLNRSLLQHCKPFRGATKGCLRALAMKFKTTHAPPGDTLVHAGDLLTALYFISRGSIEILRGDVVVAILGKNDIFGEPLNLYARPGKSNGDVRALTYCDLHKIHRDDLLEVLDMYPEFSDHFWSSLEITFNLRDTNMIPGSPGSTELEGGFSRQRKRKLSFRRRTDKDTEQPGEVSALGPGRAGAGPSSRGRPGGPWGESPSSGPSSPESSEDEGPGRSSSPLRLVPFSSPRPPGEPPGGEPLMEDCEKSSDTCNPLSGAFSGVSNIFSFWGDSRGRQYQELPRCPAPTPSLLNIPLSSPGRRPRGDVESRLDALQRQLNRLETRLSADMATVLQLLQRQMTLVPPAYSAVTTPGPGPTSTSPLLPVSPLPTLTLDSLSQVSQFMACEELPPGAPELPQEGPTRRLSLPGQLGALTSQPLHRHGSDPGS
* marks the source's active call; other numbers are inactive results; i = inactive; · = not tested or not shown.

SMILES | TMEM16A act | KCNK9 block | ANO1 block | MrgX1 ag | MrgX1 allo act | KCNQ1 block | KCNK3 block | RGS4 inh | KCNQ1 act | RGS4 pot | hERG protect
COc1ccc(OC)c(Nc2ncnc3sc(-c4ccccc4)cc23)c1 | i | -10.9* | i | i | i | i | i | i | i | i | -8.6
COc1cccc(/C=N/NC(=O)c2cnccn2)c1OC | i | i | i | i | i | i | i | i | i | i | -5.4
COc1ccc(NC(=O)CCSc2ccc(C)cc2)cc1S(=O)(=O)Nc1ccccc1Cl | i | i | i | i | i | i | i | i | i | i | -5.9
CCc1cccc2c(SCC(=O)NCC3CCCO3)nc(-c3ccc(F)cc3)nc12 (centres undefined) | i | i | i | i | i | i | i | i | i | i | -1.6
CC1CCC(NC(=O)CN2C(=O)COc3ccc(S(=O)(=O)N4CCCC4)cc32)CC1 (centres undefined) | · | i | i | i | i | i | · | i | i | i | -2.4
CC1CN(C(=O)CCC(=O)NCc2ccc(F)cc2)c2ccccc2S1 (centres undefined) | i | i | i | i | i | i | i | i | i | i | -15.3
CN(C(=O)c1cnccn1)c1nnc(-c2cnccn2)s1 | i | i | i | i | i | i | i | i | i | i | 10.1*
COc1ccc(OC)c(CN2CCCC(CO)C2)c1 (centres undefined) | i | i | i | i | i | i | i | i | i | i | -2.7
CCOP(=O)(OCC)C(Nc1ccccc1)c1ccccc1C(F)(F)F (centres undefined) | i | i | i | i | i | i | i | i | i | i | -6.6
Cc1cc(C)cc(NC(=O)c2cccc(C(=O)Nc3cc(C)cc(C)c3)n2)c1 | i | i | i | i | i | i | i | i | i | i | -1.4
COCCNC(=O)C1CCCN(S(=O)(=O)c2c(C)noc2/C=C/c2cccs2)C1 (centres undefined) | i | i | i | i | i | i | i | i | i | i | -17.8
O=C(CN1CCC(C(O)(c2ccccc2)c2ccccc2)CC1)Nc1cc(Cl)ccc1Cl | i | i | i | i | i | i | i | i | i | i | -7.4
O=C(NC1CCCC1)c1cc(-c2cccc(Cl)c2)on1 | i | i | i | i | i | i | i | i | i | i | -1.2
CN(C)C(CNC(=O)c1c(F)cccc1Cl)c1ccco1 (centres undefined) | i | i | i | i | i | i | i | i | i | i | -6.4
O=C(Cc1ccc(S(=O)(=O)N2CCCCC2)s1)Nc1ccc(F)c(F)c1 | i | i | i | i | i | i | i | i | i | i | -9.4
O=C(N/N=C/c1ccc([N+](=O)[O-])cc1)c1ccc(COc2ccccc2-c2ccccc2)cc1 | i | i | i | i | i | i | i | i | i | i | -12.9
CCN(CC)C(=O)c1sc2nc(Cc3ccccc3)[nH]c(=O)c2c1C | i | i | i | i | i | i | i | i | i | i | -6.2
CCCCCN(C(=O)CCC(=O)OCC(=O)NCc1ccc(OC)cc1)c1c(N)n(CCCC)c(=O)[nH]c1=O | i | i | i | i | i | i | i | i | i | i | -9.7
Cc1sc2nc(CN3CCCC3)nc(N3CCN(S(=O)(=O)c4cccs4)CC3)c2c1C | i | i | i | i | i | i | i | i | i | i | -7.9
Cn1c(C(=O)NCCc2ccccc2)cc(=O)n(C)c1=O | i | i | i | i | i | i | i | i | i | i | -13.6
COC(=O)C1CCN(C(=O)c2cc(OC)c(OC)c(OC)c2)CC1 | · | i | i | i | i | i | i | i | i | i | -2.2
COc1cccc(NC(=S)N(CCC(C)C)C(C)c2ccncc2)c1 (centres undefined) | i | i | i | i | i | i | i | i | i | i | -2.9
COCc1ccc(CN2CCc3c([nH]c4ccccc34)C2C(C)(C)C)o1 (centres undefined) | i | i | i | i | i | i | i | i | i | i | -8.3
O=c1[nH]c(CSc2ncnc3sccc23)nc2cc(C(F)(F)F)ccc12 | i | i | i | i | i | i | i | i | i | i | -7.4
Cc1cc(C)cc(NC(=O)c2ccccc2CC[N+](=O)[O-])c1 | i | i | i | i | i | i | i | i | i | i | -10.5

Next part (4 carried over from the part before).
SMILES | TMEM16A act | KCNK9 block | ANO1 block | MrgX1 ag | MrgX1 allo act | KCNQ1 block | KCNK3 block | RGS4 inh | KCNQ1 act | RGS4 pot | hERG protect
COc1cccc(NC(=S)N(CCC(C)C)C(C)c2ccncc2)c1 (centres undefined) | i | i | i | i | i | i | i | i | i | i | -2.9
COCc1ccc(CN2CCc3c([nH]c4ccccc34)C2C(C)(C)C)o1 (centres undefined) | i | i | i | i | i | i | i | i | i | i | -8.3
O=c1[nH]c(CSc2ncnc3sccc23)nc2cc(C(F)(F)F)ccc12 | i | i | i | i | i | i | i | i | i | i | -7.4
Cc1cc(C)cc(NC(=O)c2ccccc2CC[N+](=O)[O-])c1 | i | i | i | i | i | i | i | i | i | i | -10.5
O=C(CSCc1ccccc1F)NCc1ccccc1 | i | i | i | i | i | i | i | i | i | i | -4.0
O=c1cc[nH]c2c1ccc1c(=O)cc[nH]c12 | i | i | i | i | i | i | i | i | i | i | -0.2
COc1ccc(C)cc1-n1c(SCC(=O)Nc2cc(C)on2)nc2sc(C)c(C)c2c1=O | i | i | i | i | i | i | -11.2* | i | i | i | -7.5
O=C(O)Cc1ccc(NC(=O)c2ccc(Cl)c(Cl)c2)cc1 | i | i | i | i | i | i | i | i | i | i | -4.5
CC(/C=N/N1CCN(c2ccccn2)CC1)=C\c1ccccc1 | i | i | i | i | i | i | i | i | i | i | -2.6
CC1CCCCC1NC(=O)C1CCN(c2c3c(nc4ncnn24)CCC3)CC1 (centres undefined) | i | i | i | i | i | i | i | i | i | i | -9.3
Nc1nc(NC(=O)c2ccccc2)nn1-c1ccccc1 | i | i | i | i | i | i | i | i | i | i | 0.9
CCOc1ccccc1C1c2cc3c(cc2OC(C)(N2CCCC2)C1C)OCO3 (centres undefined) | i | i | i | i | i | i | i | i | i | i | -12.4
C#CCOCCOCCOCCNc1nc(N2CCN(C(=O)[C@H](CCCCN)n3cc([C@@H](N)CO)nn3)CC2)nc(N2CCN(C(=O)[C@H](Cc3cc4ccccc4[nH]3)n3cc([C@@H](N)CC(C)C)nn3)CC2)n1 | · | i | i | i | i | i | · | i | i | i | -12.8
CC(=O)Nc1ccc2c(c1)CCc1ccccc1-2 | i | i | i | i | i | i | i | i | i | i | -7.9
COCC(C)NCc1ccc(OC)c(Br)c1 (centres undefined) | i | i | i | i | i | i | i | i | i | i | -16.5
CCc1nnc(NC(=O)c2c(C)nn(-c3ccccc3)c2Cl)s1 | i | i | i | i | i | i | i | i | i | i | -4.5
O=C(NCc1ccc(OC(F)(F)F)cc1)C1CCC(=O)N(C2CC2)C1 (centres undefined) | i | i | · | · | · | i | i | i | i | i | -7.0
CC(C)C(NC(=O)OCc1ccccc1)C(=O)OCC(=O)NC1CC1 (centres undefined) | i | i | i | i | i | i | i | i | i | i | -2.0
O=C1c2ccncc2C(=O)N1CNc1ccc(Cl)cc1 | i | i | i | i | i | i | i | i | i | i | -10.9
CCC(=O)N1CCN(c2ccc(NC(=S)NC(=O)C(C)C)cc2)CC1 | i | i | i | i | i | i | i | i | i | i | 0.9
O=S(=O)(c1cccc(Cl)c1Cl)N1CCN(C(=S)NCCCN2CCOCC2)CC1 | i | i | i | i | i | i | i | i | i | i | -9.4
NS(=O)(=O)c1ccc(CNC(=O)CNC(=O)c2ccc(Br)o2)cc1 | i | i | i | i | i | i | i | i | i | i | -4.0
CCCNC(=O)c1cc2ccccc2c(=O)o1 | i | i | i | i | i | i | i | i | i | i | -9.5
O=C(c1ccc(F)cc1)N1CCC(N2CCOCC2)CC1 | i | i | i | i | i | i | i | i | i | i | -6.5
CCn1c(SCC(=O)N(C)CCC#N)nc2cc(S(=O)(=O)N3CCOCC3)ccc21 | i | i | i | i | i | i | i | i | i | i | -15.6
O=C1CCc2cc(S(=O)(=O)N3CCC(C(=O)NCCC4=CCCCC4)CC3)ccc2N1 | i | · | i | i | i | · | i | · | · | · | ·
CC(=O)N1CCC2(CC1)C(C#N)=C(N)Oc1n[nH]c(C)c12 | i | i | i | i | i | i | i | i | i | i | -13.2
CNC(=S)Nc1ccc(OC(F)(F)F)cc1 | i | i | i | i | i | i | i | i | i | i | -13.3
CC1Cc2ccccc2N1CC(=O)NC(=O)NC(C)(C)C (centres undefined) | i | i | i | i | i | i | i | i | i | i | -10.4
The list continues.
SMILES | TMEM16A act | KCNK9 block | ANO1 block | MrgX1 ag | MrgX1 allo act | KCNQ1 block | KCNK3 block | RGS4 inh | KCNQ1 act | RGS4 pot | hERG protect
COc1ccc(C(C(=O)NC(C)(C)C)N(C(=O)CCC(=O)Nc2cc(C)on2)c2ccc3c(c2)OCCO3)cc1 (centres undefined) | i | i | i | i | i | i | i | i | i | i | -4.0
O=C(Cc1ccc([N+](=O)[O-])cc1)Nc1ccc(Cl)cc1 | i | i | i | i | i | i | i | i | i | i | -8.4
CCCn1cccc(C(=O)Nc2ccc(OC)cc2)c1=O | i | i | i | i | i | i | i | i | i | i | -6.7
CN(C(=O)CSc1nnc(-c2n[nH]c3ccccc23)o1)c1ccccc1 | i | i | i | i | i | i | i | i | i | i | -6.6
CC(C)NS(=O)(=O)c1ccc(NC(=S)NC(=O)c2cccc([N+](=O)[O-])c2)cc1 | i | i | i | i | i | i | i | i | i | i | -3.2
N#Cc1c(N)c(C(=O)c2ccccc2)n2ccccc12 | i | i | i | i | i | i | i | i | i | i | -0.2
CCCCc1ncc(CN2CCN(Cc3ccc(C)cc3)C(CCO)C2)[nH]1 (centres undefined) | i | i | i | i | i | i | i | i | i | i | -10.1
CCCc1nn(C(=O)c2ccccc2)c2c1C(=O)CC(C)(C)C2 | i | i | i | i | i | i | i | i | i | i | -11.8
CN(c1ccccc1C(=O)O)S(=O)(=O)c1ccc2c3c(cccc13)C(=O)N2 | i | · | i | i | i | · | i | · | · | · | ·
COc1cc(C(=O)NCCC(=O)NCCCN2CCCCC2)cc(OC)c1OC | i | i | i | i | i | i | i | i | i | i | -12.4
COC(=O)c1nn(-c2ccc(OC)cc2)ccc1=O | i | i | i | i | i | i | i | i | i | i | -2.6
COCc1nc2ccccc2n1CCOc1ccccc1OC | i | i | i | i | i | i | i | i | i | i | -11.7
